Lamin A splicing = LMNA splicing modulation; AID 1487; Potency, µM (highest dose often 46.1 µM), inactives show at the top dose ratio change, negative = inhibition, most hits filed as inhibitors; HeLa LMNA splicing GFP/RFP minigene ratio, 48 h; 0.01% of 200,000 active; active = well fitted inhibition curve with a large enough effect in the signal ratio, with a control signal flat, not every such curve was filed as active; inconclusive = small, poorly fitted or top-dose-only effect, or effect the other way, or a change in a side signal; the % refers to the signal ratio; note: potency is the fitted concentration of half-maximal effect; % is set by controls: 0 for no effect and ±100 for the full control effect
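S3 HeLa cells stably expressing lamin A-EGFP splicing minigene plus DsRed2, 600 cells/well, 48 h compound exposure at 37C. Laser-scanning cytometry; analysed as GFP (500-530 nm)/RFP (575-640 nm) total intensity ratio; 0.5% DMSO vehicle.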
IMPase Li inh = cell-permeable IMPase inhibitors with lithium potentiation; CHO-M1 cells, IP1 TR-FRET (IP-One), carbachol + lithium; Potency, µM (titrated, usually from 59.4 µM), without a hit: at the highest dose activity, negative = IMPase inhibition, most hits filed as inhibitors; 0.35% of 210,000 active; AID 1457;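 note: IP1 builds up when IMPase is blocked and the TR-FRET signal falls; potency is the fitted concentration of half-maximal effect; plate controls were basal vehicle for no effect and high inhibitor control for full effect; nearly all actives have a fitted effect of over 50% in size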
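Steps: plate 2000 CHO-M1 cells per well and culture 16–30 h; add compound and lithium; incubate 30 min, 37C; add d2-IP1 tracer and Eu cryptate anti-IP1 antibody in lysis buffer; read after 10 min at room temperature.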
HttQ103 aggreg = inhibitors of mutant huntingtin aggregate formation in PC12 cells | PC12 HttQ103-GFP aggregates, Acumen cytometry, 40 h | Potency, µM (series often up to 46.1 µM), for the others: at the highest dose activity change, negative = inhibition, most hits filed as inhibitors | 1.1% of 220,000 active | AID 1688; note: potency is the fitted concentration of half-maximal effect; % is set by controls: 0 for no effect and ±100 for the full control effect; nearly all actives have a fitted effect of over 60% in size
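Multiplexed with ATP-based cell death, this channel scores GFP aggregates in PC12 cells expressing inducible HTTex1-Q103-GFP. Induction used 100 nM tebufenozide; compounds were tested in concentration series.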
SMN2 splice up = enhancers of SMN2 splice variant expression; HEK293 SMN2-luciferase splicing reporter, luminescence, 30-36 h; Potency, µM (series often up to 46.1 µM), for the others: at the top dose activity change, positive = activation, hits mostly activators; 2.8% of 210,000 active; AID 1458; note: potency is the fitted concentration of half-maximal effect; % of control where 0% means no effect; nearly all actives have a fitted effect of over 55% in size
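qHTS luciferase splicing reporter: luminescence rises when SMN2 exon 7 is included in transfected HEK293 cells. Compound exposure lasted 30-36 h at 37C, with 4.5 mM final sodium butyrate as control, followed by a ONE-Glo read.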
HTT cytoprotect = protects HTT-Q103 PC12 cells, measured by ATP | PC12 HTT-Q103 induced, cytoprotection, ATP luminescence, 40 h | Potency, µM (top dose mostly 56.4 µM), inactives show cytoprotection (ATP increase), actives largely listed as activators | 0.14% of 230,000 active | AID 1471;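 note: potency is the fitted concentration of half-maximal effect; % of control where 0% means no effect; nearly all actives have a fitted effect of over 45% in size; toxic huntingtin expression switched on by the ecdysone agonist tebufenozide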
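Readout: ATPlite luminescence (ATP level). Model: stable PC12, inducible Htt exon1 Q103-GFP. Inducer: tebufenozide, 100 nM final. Compounds: dose series. No G418 in medium.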
Luc counter = blocks Kinase-Glo luciferase, a counter-screen artifact; Potency, µM (top dose mostly 38.3 µM), for inactives: at the top dose activity change, negative = inhibition, usual class: inhibitors; 0.28% of 200,000 active; Kinase-Glo luciferase, ATP luminescence, 8 min; AID 1379; note: potency is the fitted concentration of half-maximal effect; % is set by controls: 0 for no effect and ±100 for the full control effect; nearly all actives have a fitted effect of over 60% in size
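Inhibition of Kinase-Glo luciferase light generation was assessed at 10 uM ATP in pH 7.2 imidazole buffer, with luminescence measured after eight minutes at ambient temperature.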
CBFb RUNX1 block = CBF-beta/RUNX1 interaction disruption; Q01196+Q13951; AlphaScreen CBFb-His/RUNX1-biotin binding, biochemical; Potency, µM (titrated, usually from 59.8 µM), for inactives: top-dose activity, negative = inhibition, most hits filed as inhibitors; 230,000 tested, under 10 active; AID 1477; note: % of control where 0% means no effect
Target sequence (Q01196 whole entry, looked up): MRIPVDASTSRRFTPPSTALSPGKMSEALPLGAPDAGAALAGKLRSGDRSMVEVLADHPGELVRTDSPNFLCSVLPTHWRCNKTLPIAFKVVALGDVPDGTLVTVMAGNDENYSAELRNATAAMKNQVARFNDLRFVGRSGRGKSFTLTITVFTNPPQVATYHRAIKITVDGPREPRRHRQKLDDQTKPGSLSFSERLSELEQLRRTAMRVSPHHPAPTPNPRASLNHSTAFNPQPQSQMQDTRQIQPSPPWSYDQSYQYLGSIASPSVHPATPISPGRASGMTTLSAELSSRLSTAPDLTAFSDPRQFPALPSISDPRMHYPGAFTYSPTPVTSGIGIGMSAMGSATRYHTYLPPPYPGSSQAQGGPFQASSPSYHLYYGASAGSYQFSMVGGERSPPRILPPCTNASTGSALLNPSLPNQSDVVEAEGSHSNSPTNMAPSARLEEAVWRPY
Target sequence (Q13951 whole entry, looked up): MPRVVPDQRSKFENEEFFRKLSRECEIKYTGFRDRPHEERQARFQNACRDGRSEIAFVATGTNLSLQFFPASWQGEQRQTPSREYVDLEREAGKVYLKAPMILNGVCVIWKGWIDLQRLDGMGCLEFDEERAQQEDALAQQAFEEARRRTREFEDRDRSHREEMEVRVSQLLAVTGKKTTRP
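Inhibition was taken as any reduction in AlphaScreen signal from the CBF-beta–RUNX1 pair (His and biotin tags, 30 nM each), measured after compound (15 min) and bead (90 min) incubations at room temperature.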
Starred values were filed as active, the others as inactive; ? = inconclusive; . = not tested or not shown; [ ] = remark or other dose. Unless noted, calls come from the whole dose curve; as a rule, active = well fitted curve in the direction sought with a large enough effect; inconclusive = small, poorly fitted or top-dose-only effect, or another doubt; inactive = no such curve, though single readings can be large; an effect the other way counts as inactive or inconclusive.

SMILES | Lamin A splicing | IMPase Li inh | HttQ103 aggreg | SMN2 splice up | HTT cytoprotect | Luc counter | CBFb RUNX1 block
O=C1/C(=C\c2cccnc2)SC(=S)N1C1CCS(=O)(=O)C1 (stereo not given) | . | 8%[38.3 µM] | ? | -12% | -52%[inhibitor] | -2% | -9%
COc1ccc(OC)c2[nH]c(=O)c(CCNC(=O)CC(C)C)cc12 | -3% | -3% | 5% | -1% | -3%[10 µM] | 2% | 6%
O=c1[nH]c2cc3c(cc2cc1CN(Cc1nnnn1CC1CCCO1)C1CCCCC1)OCO3 (stereo not given) | -3% | 27%[38.3 µM] | 0% | 17% | -25%[10 µM] | -2% | 0%
CCCNC(=S)N1CCC(C(=O)c2ccc(OC)cc2)CC1 | ? | 2% | 7% | -36%[inhibitor] | 26%[10 µM] | 1% | 5%
Cc1nc2c(c(-c3ccccc3)c1C#N)C(=O)c1ccccc1-2 | 4%[0.0737 µM] | -1%[38.3 µM] | 11% | -7% | 0% | 0% | -2%
CC(=O)Nc1cccc(OCCCOc2ccc([N+](=O)[O-])cc2)c1 | . | . | 0%[9.22 µM] | . | 21%[10 µM] | . | 14%
S=c1[nH]nc(-c2ccncc2)n1Cc1ccco1 | -3% | -8%[38.3 µM] | -9% | 7% | -3%[0.074 µM] | 2% | 13%
Cc1cccc(Nc2nc(N)c([N+](=O)[O-])c(N3CCCC(C)C3)n2)c1 (stereo not given) | ? | 23% | -4% | -48%[inhibitor] | 7%[10 µM] | 1% | -21%
Cc1cc(N2CCOCC2)nc(SCC(=O)OCc2ccccc2)n1 | 14%[46 µM] | -3% | -7% | -3% | -13% | 0% | 12%
CN(C)CCCn1c(NCc2ccc3c(c2)OCO3)nc2ccccc21 | -6% | -6%[38.3 µM] | -3%[9.22 µM] | -3% | 17% | 0% | 1%
Cn1c(/N=C/c2ccc3c(c2)OCO3)nc2ccccc21 | 1% | -11%[38.3 µM] | -12% | -3% | -7% | 11µM* | 3%
CN(C)S(=O)(=O)c1cc(NC(=O)COC(=O)C2CSC3(C)CCC(=O)N23)ccc1Cl (stereo not given) | -7% | -3% | -8% | -8% | ? | 0% | 3%
CCOC(=O)Cn1nnnc1C(C(C)C)N(Cc1cccs1)Cc1cc2cc(C)ccc2[nH]c1=O (stereo not given) | -4% | 17%[38.3 µM] | 8% | -3% | -2% | -3% | -4%
CCc1ccc(C=NC23CN4CN(CN(C4)C2)C3)s1 | -14% | 5%[38.3 µM] | -7% | 18% | -2% | -2% | 8%
Cc1ccccc1CC1(CO)CCCN(Cc2ccc3c(c2)OCCO3)C1 (stereo not given) | . | 10% | 4%[9.22 µM] | . | 23%[10 µM] | . | 6%
CSCC[C@H](NC(=O)Nc1cccc(Br)c1)C(=O)O | . | . | 0%[9.22 µM] | . | 6%[10 µM] | . | 2%
CC(C)N1CCc2[nH]c(=S)[nH]c(=O)c2C1 | -14% | -5% | -1% | 21% | 3%[10 µM] | 4% | -7%
CSCCC(NC(=O)c1cc(CC(C)C)oc1C)C(=O)O (stereo not given) | -4% | -20%[38.3 µM] | -12% | 13% | -19% | 14% | 4%
Fc1ccccc1N1CCN(C(c2cccs2)c2nnnn2CCc2ccccc2)CC1 (stereo not given) | ? | -5%[38.3 µM] | -9% | -6% | 36% | -7% | 2%
COc1cccc(NC(=O)CSc2nnnn2C(C)C)c1 | -14% | 15%[38.3 µM] | 11% | 14% | 12%[10 µM] | 2% | 11%
CCCCOc1ccc(C(=O)Nc2cc(C)c(OCC(=O)N3CCOCC3)c(C)c2)cc1 | ? | 6% | -7% | -68%[inhibitor] | -4%[1.9 µM] | 6% | 15%
Cn1c(=O)c(C(=O)CCl)c(N)n(CC2CC2)c1=O | ? | 1% | -18% | -25% | . | 3% | 11%[2.36 µM]
O=C(Nc1cccc(S(=O)(=O)N2CCOCC2)c1)c1cn(-c2ccccc2)nc1-c1ccc(F)cc1 | 4% | 5% | -1% | 9% | -20%[10 µM] | 3% | 7%
COc1ccccc1/C=N/NC(=O)C(=O)NCc1cccnc1 | ? | -2% | 10%[9.22 µM] | . | 10%[10 µM] | -2% | 9%
O=C(COc1ccc(Cl)cc1Cl)NNC(=S)NCc1ccco1 | 29%[46 µM] | 13% | 19%[9.22 µM] | . | 30%[10 µM] | -3% | -13%
Next results:
SMILES | Lamin A splicing | IMPase Li inh | HttQ103 aggreg | SMN2 splice up | HTT cytoprotect | Luc counter | CBFb RUNX1 block
CCOC(=O)/C=C/C(=O)NNC(=O)c1ccccc1Cl | ? | -2% | . | -6% | . | -2% | 1%
CC(=O)OCC1=C(C(=O)O)N2C(=O)C(NC(=O)CCn3nc(C(F)(F)F)c(Br)c3C3CC3)C2SC1 (stereo not given) | 4%[46 µM] | -7% | 6% | -44%[inhibitor] | 14% | -1% | 5%
Cc1cccc(NC(=O)C2SC(=Nc3c(C)cccc3C)C(C(=O)N3CCOCC3)=C2N)c1 (stereo not given) | -20% | 0% | ? | 0% | 23%[10 µM] | 0% | 1%
CCn1c(SCC(=O)OCC(=O)N2c3ccccc3NC(=O)C2(C)C)nnc1-c1ccco1 | 1% | -15%[38.3 µM] | -1% | 17% | -14%[10 µM] | 2% | -2%
Cc1ccc(S(=O)(=O)NNC(=O)c2cnn(-c3ccc(Cl)cc3)c2C(F)(F)F)cc1 | . | . | 18%[9.22 µM] | . | 33%[10 µM] | . | 5%
COc1ccc2[nH]c(=O)cc(C(=O)O)c2c1 | -17%[46 µM] | -3% | 0% | -4% | -14% | 2% | ?
C/C(=C\C(=O)c1ccccc1)Nc1ccc(N2CCOCC2)cc1 | -4% | -8%[38.3 µM] | -15% | -20% | -13% | -7% | -12%
O=S(N1CCCCC1)C12CC3CC(CC(C3)C1)C2 (stereo not given) | . | -2% | 20% | -15% | -26% | 2% | 11%
CCCCOc1ccc(OCCNS(=O)(=O)N(C)C)cc1 | ? | -3%[38.3 µM] | ? | -20% | -16% | -3% | -1%
O=C(CSc1nnc2c(Cl)cc(C(F)(F)F)cn12)NCc1ccc(F)cc1 | ? | -2% | -14% | 11% | . | -4% | -14%
COc1cc(CN2CCCC(CO)(Cc3cccc(Cl)c3)C2)cc2c1OCO2 (stereo not given) | -30%[46 µM] | 28% | 12%[9.22 µM] | . | 2%[10 µM] | 0% | 0%
COc1ccc(N2CCN(C3CC(=O)N(c4ccc5c(c4)OCCO5)C3=O)CC2)cc1 (stereo not given) | 15% | 24%[38.3 µM] | 2% | 27% | -2%[0.074 µM] | -3% | -4%
Cc1ccc(-c2cc3ccccc3nc2N2CCCC2)cc1 | -6% | 18%[38.3 µM] | -1% | -32%[inhibitor] | -1%[10 µM] | 2% | ?
COc1ccc(/C=N/NC(=O)c2ccc(COc3ccccc3Cl)o2)cc1 | 19% | 12%[38.3 µM] | 27% | 14% | 6% | -7% | 1%
CCCCNS(=O)(=O)c1ccc(S(=O)(=O)NCc2ccncc2)cc1 | ? | 11% | 7.9µM* | -76%[inhibitor] | . | -3% | 14%
O=C(N/N=C/c1cccc(OC2CSC2)c1)c1ccccc1O | 14% | 6%[38.3 µM] | 16% | 9% | -24% | -3% | -17%
COc1ccccc1CNC(=O)Cc1cc(=O)[nH]c(=O)[nH]1 | -6% | 0% | -4% | -2% | . | -3% | 1%[2.36 µM]
Cc1cc(F)ccc1S(=O)(=O)N1CCCOC1CNC(=O)C(=O)NCc1ccco1 (stereo not given) | 10% | 14% | -5% | -1% | 3%[10 µM] | -1% | 7%
CCOc1ccc(C(C)C)cc1S(=O)(=O)N1CCOCC1 | . | 2% | 3% | 0% | 3% | -1% | 2%
CCn1c(NC(=O)Nc2ccccc2OC)nc2ccccc21 | ? | -10%[38.3 µM] | 32% | -6% | 2% | -8% | 2%
CCc1ccc(C(=O)COC(=O)CNC(=O)c2cccs2)cc1 | -7% | -8% | 7% | -4% | 13%[10 µM] | 3% | 11%
COc1ccc(CC(=O)n2nc(-c3cccnc3)nc2N)cc1 | -6% | 21%[38.3 µM] | -10% | 17% | -9% | 4% | 4%
Cc1cc(NC(=O)CSc2nc3ccccc3c(=O)n2Cc2ccccc2)no1 | ? | ? | 6% | -13% | 10% | -9% | -2%
O=C(O)CCC(=O)NNC(=O)c1cccc(Cl)c1 | -10% | 5% | 4% | 8% | 20%[10 µM] | 2% | 5%
Cc1cc2[nH]c(=S)[nH]c2cc1C | -17% | 4% | -4% | 0%[1.84 µM] | 32%[10 µM] | 0% | 6%
(next part)
SMILES | Lamin A splicing | IMPase Li inh | HttQ103 aggreg | SMN2 splice up | HTT cytoprotect | Luc counter | CBFb RUNX1 block
CC(=O)NC(=S)NNC(=O)COc1ccc(Br)cc1 | 19%[46 µM] | 0% | 8% | 15% | -27% | 1% | -9%
COc1ccc(N2CCN(Cc3cc(=O)oc4ccc(Cl)cc34)CC2)cc1 | 7% | -14%[38.3 µM] | 27% | -4% | 4% | -3% | -2%
N[C@@H](Cc1cc(I)c(Oc2ccc(O)cc2)c(I)c1)C(=O)O | . | -2% | . | 0% | -30%[inhibitor] | . | 9%
CC(C)C(=O)N(c1ccc(F)cc1)C1C=CS(=O)(=O)C1 (stereo not given) | 2% | . | 2% | . | -28% | . | 13%
CC1O[C@@H](Oc2c(-c3ccc(O)c(O)c3)oc3cc(O)cc(O)c3c2=O)C(O)C(O)C1O (stereo not given in full) | . | 21% | . | 0% | 4% | -6% | 7%
CCOC(=O)c1c(C)[nH]c(=S)c(C#N)c1-c1ccc(Cl)cc1 | ? | -3% | 24% | -6% | -32%[10 µM] | 2% | -6%

Compound activity from PubChem.
